High-throughput results deposited in PubChem BioAssay by several laboratories.
VLA-4 inh = inhibition in a human VLA-4 binding assay. AID 2557. P13612. hit rate 0.2% among 330,000. VLA-4 expressing cells, ligand binding flow cytometry. inhibition, % (about 7 µM as worked out from the volumes in the protocol); in the data active = inhibition above about 50%
GLD-1 TGE inh = GLD-1-TGE RNA interaction inhibition (C. elegans); inhibition, % at 5.96 µM; AID 2280; Q17339; hit rate 0.44% among 320,000; purified GLD-1 + fluorescein TGE RNA, fluorescence polarization;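 active = percent inhibition above a per-plate cutoff, the plate mean of test compounds plus 3 SD, cut at about 30% in these data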;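 also: 0% = DMSO wells with GLD-1 and probe and 100% = wells lacking GLD-1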
MEX-5 binding = C. elegans MEX-5 TCR-2 RNA binding activity. hit rate 0.38% among 300,000. AID 1832. MEX-5/FITC-TCR2 RNA binding, fluorescence polarization; active compounds read low. activity score (negative = inhibition of binding), % at 10 µM;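 active = inhibition past about -25% in most replicates, and total fluorescence under double the plate's negative control median, limit read from the data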;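 also: 0% = DMSO and -100% = 5 µM competing unlabeled TCR2 RNA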
Efflux pump inh = inhibitors of Candida antifungal efflux pumps expressed in yeast. inhibition, % at 10 µM. S. cerevisiae Candida pump triplex, Nile Red efflux. hit rate 0.44% among 330,000;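 active = plate passing quality check with inhibition over a set limit, or well fluorescence over plate mean plus 4 SD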;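 also: Nile Red retained in pooled yeast measured as flow cytometry median fluorescence; 0% = buffer negative control and 100% = Enniatin B positive control; higher means more Nile Red kept so more efflux inhibition; some compounds called inactive have numbers as strong as hits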
Bcl-xL primary = Bcl-xL (human) inhibition | Q07817 | GST-Bcl-xL / FITC-Bim BH3 peptide fluorescence polarization | inhibition, % at 10.9 µM | hit rate 0.7% among 320,000;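 active = inhibition above the mean of all tested compounds plus 3 SD, cutoff set per campaign, cut at about 30% in these data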;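 also: 0% = DMSO wells and 100% = unlabeled Bim-BH3 peptide competitor; inhibitors lower millipolarization by displacing the labeled peptide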
Target sequence (Q07817 whole entry, looked up): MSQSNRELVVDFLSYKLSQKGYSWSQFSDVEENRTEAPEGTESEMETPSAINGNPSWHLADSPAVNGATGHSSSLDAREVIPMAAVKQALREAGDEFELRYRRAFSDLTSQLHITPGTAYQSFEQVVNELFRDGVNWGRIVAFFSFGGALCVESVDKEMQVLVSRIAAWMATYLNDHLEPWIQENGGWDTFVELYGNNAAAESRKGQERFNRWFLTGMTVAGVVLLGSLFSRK
MCL1-BIM inh = inhibitors of human MCL1 binding to BIM-BH3 peptide; hit rate 0.68% among 320,000; GST-MCL1 / FITC-Bim-BH3 fluorescence polarization; inhibition, % at 10.9 µM; AID 2057; Q07820;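 active = inhibition above the mean inhibition of all tested compounds plus 3 SD, set per campaign, cut at about 40% in these data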;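 also: 0% = DMSO wells and 100% = unlabeled Bim-BH3 peptide control; higher means more loss of mP so more displacement of Bim peptide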
GRK2 inh = inhibitors of human GRK2 displacing RNA aptamer | hit rate 0.59% among 330,000 | bead flow cytometry, FAM-aptamer displacement from GRK2 | AID 488847 | inhibition of aptamer binding, % at 10 µM;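 active = inhibition of aptamer binding above 40%, roughly 3 SD of noise, on plates passing a quality check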;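 also: median bead fluorescence of bound FAM aptamer so fluorescent compounds give negative values; no value below 0 was filed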
Target sequence (P25098 whole entry, looked up): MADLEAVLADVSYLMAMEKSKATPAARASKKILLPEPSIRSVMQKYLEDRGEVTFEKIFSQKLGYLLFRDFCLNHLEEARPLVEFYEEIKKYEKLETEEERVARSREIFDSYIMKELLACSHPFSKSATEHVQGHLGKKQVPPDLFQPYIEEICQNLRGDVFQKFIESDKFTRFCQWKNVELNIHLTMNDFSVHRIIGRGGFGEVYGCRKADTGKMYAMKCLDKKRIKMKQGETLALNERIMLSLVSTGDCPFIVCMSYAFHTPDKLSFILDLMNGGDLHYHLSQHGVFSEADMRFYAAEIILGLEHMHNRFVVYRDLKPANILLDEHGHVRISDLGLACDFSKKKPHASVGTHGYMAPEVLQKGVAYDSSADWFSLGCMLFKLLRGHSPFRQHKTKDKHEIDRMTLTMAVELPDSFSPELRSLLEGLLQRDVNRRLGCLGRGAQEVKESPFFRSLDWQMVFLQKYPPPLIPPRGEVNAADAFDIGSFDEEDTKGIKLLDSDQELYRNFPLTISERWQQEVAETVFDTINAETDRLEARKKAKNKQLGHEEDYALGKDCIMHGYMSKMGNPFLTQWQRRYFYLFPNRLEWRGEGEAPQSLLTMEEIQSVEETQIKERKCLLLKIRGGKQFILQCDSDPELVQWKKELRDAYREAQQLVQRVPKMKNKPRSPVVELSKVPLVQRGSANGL
Fam108B inh = blocks mouse Fam108B hydrolase in RBBP9 counter-screen; recombinant Fam108B, FP-Rh probe fluorescence polarization; inhibition, % at 9.51 µM; hit rate 0.33% among 300,000; AID 1947;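 active = inhibition above the screen mean inhibition plus 3 SD, computed separately per campaign, cut at about 18% in these data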;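 also: inhibitors lower polarization as less probe binds the enzyme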
PME-1 primary = blocks human protein phosphatase methylesterase 1 | Q9Y570 | recombinant PME-1, FP-Rh probe fluorescence polarization | inhibition, % at 5.9 µM | hit rate 0.53% among 320,000;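 active = inhibition above the campaign mean of all compounds plus 3 SD, cut at about 26% in these data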;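 also: competitive labeling of PME-1 active site by serine hydrolase directed probe; 0% = PME-1 with DMSO and 100% = wells lacking PME-1 enzyme; inhibitors block probe labeling so polarization falls and inhibition rises; many of its hits are not listed in these tables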
Starred values were filed as active, the others as inactive; x = no result given.

compound	VLA-4 inh	GLD-1 TGE inh	MEX-5 binding	Efflux pump inh	Bcl-xL primary	MCL1-BIM inh	GRK2 inh	Fam108B inh	PME-1 primary
O=C(c1ccc([N+](=O)[O-])o1)N1CCCCCC1	0	4	x	0.0	x	x	0	x	x
Cc1onc(-c2ccccc2)c1C(=O)NCC(O)c1ccccc1 (stereo not drawn)	-3	7	1.2	0.1	1	11	0	-2	-6
CC(=O)Nc1ccc(S(=O)(=O)N2CCC(N3CCCC3)CC2)cc1	3	-7	-2.5	0.0	6	4	0	0	-1
CC(C)CCN(C)c1ccc(/C=N/n2cnnc2)cc1	10	-5	-0.7	0.0	-2	-6	3	2	-2
CCC(C)N(C(=O)COC(=O)CNC(=O)c1sc2ccccc2c1Cl)C1CCS(=O)(=O)C1 (stereo not drawn)	-17	-9	2.7	0.1	1	1	2	7	-5
CCC(CC)C(=O)c1c[nH]c(C(=O)NC2CCCCCC2)c1	2	-2	-0.1	0.0	2	-1	0	0	0
COc1cc2c(cc1OC)C(c1cccc([N+](=O)[O-])c1)N(C(=O)c1ccc(F)cc1)CC2 (stereo not drawn)	11	9	-0.7	0.3	7	5	2	4	6
Cc1ccc(S(=O)(=O)c2c(C)c(C)c(C)[nH]c2=O)cc1	4	-2	-1.3	0.0	7	3	1	6	2

A second format for some results above:
SMILES: CCC(C)N(C(=O)COC(=O)CNC(=O)c1sc2ccccc2c1Cl)C1CCS(=O)(=O)C1 (stereo not drawn)
  VLA-4 inh = -17
  GLD-1 TGE inh = -9
  MEX-5 binding = 2.7
  Efflux pump inh = 0.1
  Bcl-xL primary = 1
  MCL1-BIM inh = 1
  GRK2 inh = 2
  Fam108B inh = 7
  PME-1 primary = -5

SMILES: CCC(CC)C(=O)c1c[nH]c(C(=O)NC2CCCCCC2)c1
  VLA-4 inh = 2
  GLD-1 TGE inh = -2
  MEX-5 binding = -0.1
  Efflux pump inh = 0.0
  Bcl-xL primary = 2
  MCL1-BIM inh = -1
  GRK2 inh = 0
  Fam108B inh = 0
  PME-1 primary = 0

Other compounds follow.
compound	VLA-4 inh	GLD-1 TGE inh	MEX-5 binding	Efflux pump inh	Bcl-xL primary	MCL1-BIM inh	GRK2 inh	Fam108B inh	PME-1 primary
Oc1ccc(C[C@@H]2CNCCN2CCc2cc(C(F)(F)F)cc(C(F)(F)F)c2)cc1	10	0	-5.1	-0.2	2	5	0	0	-4
CCC(C)Oc1cccc(OCCCCN2C(=O)NC(C)(C)C2=O)c1 (stereo not drawn)	-4	6	-0.2	0.0	4	1	1	-5	1
CC(=O)Nc1ccc(S(=O)(=O)NC(C)C(=O)OCCOc2ccc(F)cc2)cc1 (stereo not drawn)	1	6	x	-0.1	8	7	2	x	3
O=C(COc1coc(CN2CCN(c3ccccc3)CC2)cc1=O)Nc1ccccc1F	-2	9	-0.7	0.0	-3	-2	0	1	-1
Nc1ccc(C(=O)Nc2nccs2)cc1	5	-5	0.7	0.1	3	-5	1	-3	3
Cc1ccc(C)c(N2CCN(C(=O)CCC(=O)N3CCOc4ccc(Cl)cc43)CC2)c1	-1	5	-4.0	-0.1	-1	-3	1	3	1
C/C=C/Cn1c(SCc2ccc(Cl)cc2)nc2c1c(=O)[nH]c(=O)n2C	16	-1	-0.6	0.6	4	6	0	2	1
Cc1cc(OC(C)C(=O)NCCN2CCOCC2)c2c(C)c(C)c(=O)oc2c1 (stereo not drawn)	14	12	0.8	-0.1	7	1	5	-4	-2
COc1cccc(C2/C(=C(\O)c3ccc4c(c3)OCO4)C(=O)C(=O)N2CCN(C)C)c1OC (stereo not drawn)	15	-6	-0.5	0.1	1	0	1	-5	-2
COc1ccc(-n2nc(C(=O)NCC(=O)NC(C)C)c3ccccc3c2=O)cc1	0	7	-3.6	-0.2	0	1	3	7	6
NS(=O)(=O)c1ccc(CCNC(=S)Nc2ccc(F)cc2)cc1	0	11	3.9	0.0	5	12	2	2	-2
CC1CC1C(=O)OCC(=O)N(C)CC(=O)Nc1ccc(F)cc1 (stereo not drawn)	-2	1	x	-0.3	x	x	1	x	x
CC(NC(=O)COC(=O)c1ccccc1O)C1CC2CCC1C2 (stereo not drawn)	15	0	x	0.3	x	x	2	x	x
COC(=O)c1cc(C(=O)OC)cc(-n2c(C)cc(C=O)c2C)c1	-8	4	0.6	0.1	5	2	1	1	6
O=C(NC1CC1)c1cccc(Oc2ccccc2)c1	-14	3	-2.9	0.0	8	11	21	1	-1
Cc1c(NC(=O)c2ccc(N(C)S(=O)(=O)c3ccccc3)cc2)c(=O)n(-c2ccccc2)n1C	14	-2	4.6	0.0	6	12	1	2	1
CC(=O)Nc1nc2ccccc2n1Cc1ccccc1	8	-1	0.0	0.0	-1	1	0	-5	0
CC1(C)Cc2nc3sc(C(=O)NCCO)c(N)c3cc2CO1	16	6	-1.2	-0.1	6	6	2	3	-1
Cc1ccc(NC(=O)CC2SC3=NCCCN3C2=O)c(C)c1 (stereo not drawn)	3	82*	-9.3	0.0	110*	112*	1	1	-2
O=C(CN1C(=O)NC2(CCCCC2)C1=O)Nc1cccc2ncccc12	-8	-1	x	-0.1	-6	-7	1	x	5
Cc1c(CNCCc2ccccc2)c(C(=O)O)c(C)n1-c1ccccc1	15	-6	-4.7	0.2	0	6	0	4	4
CSc1ccccc1OCc1cc(C(=O)NC2CCOC(C)(C)C2)no1 (stereo not drawn)	-3	0	0.6	0.0	4	-2	2	-3	-7
CCOC(=O)C1CCN(c2cc3c(cc2NC(=O)c2ccccc2Cl)n(C)c(=O)n3C)CC1	-2	2	x	0.0	4	7	0	1	2
C1=CC2CC1CC2CN1CCN(c2ccccc2)CC1 (stereo not drawn)	-2	-1	1.0	-0.1	2	-2	0	-2	-2
C#CCOCCOCCOCCNc1nc(N2CCN(C(=O)[C@H](CCCCN)n3cc(CN)nn3)CC2)nc(N2CCN(C(=O)[C@H](CCC(=O)O)n3cc([C@@H](N)[C@H](C)CC)nn3)CC2)n1	27	-2	x	0.5	x	x	0	x	x
CCOc1ccc(-c2nc(CSCC(=O)NCC3CCCO3)c(C)o2)cc1 (stereo not drawn)	-6	2	-1.1	-0.1	1	6	5	-3	-6
COc1ccc(NC(=O)C2CCCO2)cc1OC (stereo not drawn)	5	3	-2.5	-0.1	1	1	0	5	0
O=C(COc1ccccc1[N+](=O)[O-])NCCC1=CCCCC1	9	7	-2.6	-0.2	0	-2	0	8	14
COc1ccc(NS(=O)(=O)c2ccc(-c3coc(C)n3)cc2)cc1OC	2	3	1.0	0.1	2	-4	0	1	3
CCCCN(C(=O)c1ccccc1OCc1ccc(F)cc1)c1c(N)n(CCC)c(=O)[nH]c1=O	6	-2	-1.5	0.3	-1	-1	3	3	-10
COc1ccc(NC(=O)CN(C)C(=O)c2cn(-c3ccccc3)nc2-c2cccnc2)cc1	-3	-5	3.7	0.0	3	-2	0	-2	3
CCOc1ccc(C(=O)NCC(=O)OCC(=O)N2CCCCC2)cc1	9	6	-4.3	0.0	4	-7	0	0	-1

Additional entries.
Under each structure – VLA-4 inh | GLD-1 TGE inh | MEX-5 binding | Efflux pump inh | Bcl-xL primary | MCL1-BIM inh | GRK2 inh | Fam108B inh | PME-1 primary
- O=C(c1cccc(C(=O)N2CCN(c3ccccc3)CC2)c1)N1CCN(c2ccccc2)CC1
→ 4 | 5 | 0.4 | 0.1 | 3 | -1 | 0 | 2 | 3
- CNC(=S)Nc1cccc(S(=O)(=O)NC2=NCCC2)c1
→ -5 | 6 | -0.7 | -0.1 | 9 | 2 | 0 | -1 | 7
- O=C(Nc1ccc(Cn2cccn2)cc1)c1ccc(COc2ccc(Br)cc2)cc1
→ 12 | 0 | 5.3 | -0.1 | 7 | 9 | 0 | 0 | -1
- COc1ccccc1-c1oc2ccccc2c1C#CCCCCO
→ 24 | 7 | x | 0.1 | 3 | -3 | 5 | x | -7
- NC(=O)c1ccc(NC(=O)COC(=O)CC23CC4CC(CC(Br)(C4)C2)C3)cc1
→ -3 | 0 | x | -0.3 | x | x | 2 | x | x
- CN1C(=O)/C(=C/C=C2\SCCN2C)OC1=S
→ 7 | -187 | -12 | 0.2 | -103 | -146 | 0 | 0 | 1
- CCOC(=O)c1cc(-c2ccco2)nc2c1c(C)nn2CCC#N
→ 1 | 0 | -0.6 | 0.0 | 7 | -2 | 2 | 1 | 0
- Cc1cc(C)c2nc(-c3ccccn3)cc(C(=O)NCc3ccc(S(N)(=O)=O)cc3)c2c1
→ -8 | -5 | -1.8 | -0.1 | 2 | 5 | 0 | -3 | -10
- O=C(Nc1cccnc1)c1sc2cccc(F)c2c1Cl
→ 8 | -11 | -1.2 | 0.1 | 6 | 4 | 2 | -5 | 1
- C=C(C)c1cccc(C(C)(C)NC(=O)Nc2ccc(C)cn2)c1
→ -7 | 1 | -2.8 | -0.5 | 0 | -9 | 0 | -3 | -6
- CC(Cc1cccnc1)NC(=O)CCc1nnc(-c2ccccc2)o1 (stereo not drawn)
→ -1 | -5 | 0.0 | 0.5 | 4 | -7 | 1 | -3 | -5
- CCOC(=O)C1(CCOc2ccccc2)CCN(Cc2nccn2CC)CC1
→ 11 | -2 | -2.5 | 0.0 | 4 | 3 | 0 | 0 | -3
- COCC(=O)Nc1ccc([N+](=O)[O-])cc1C
→ -15 | 5 | 4.3 | -0.4 | 2 | 4 | 19 | 4 | 2
- Cc1cc2ncn(/N=C/c3cccnc3)c2cc1C
→ -9 | 2 | -3.1 | -0.1 | 2 | 0 | 1 | -1 | -5
- CCOC(=O)C1(Cc2ccccc2)C(=O)Nc2ccccc21 (stereo not drawn)
→ 4 | 4 | 1.1 | -0.2 | 6 | -2 | 1 | 3 | 5

A portion of the library; count on the stated rates, not on these rows.
